Screens as filed in PubChem.
ARNT TACC3 PPI – disrupts binding between human ARNT and TACC3; Q9Y6A5; AlphaScreen His-ARNT PAS-B/GST-TACC3 binding, luminescence; TACC3 fragment carries E629A point mutation; inhibition, % at 9.99 µM; 390,000 compounds, 0.66% hits; AID 623870;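 active = mean inhibition of replicates at least 50% and at least half of replicates each reaching 50%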;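 also: 0% = complete ARNT plus TACC3 wells and 100% = ARNT alone without TACC3; many hits fall short of the cut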
PGC1a acetyl inh – lowers PGC1a acetylation signal in U2OS cells. 350,000 compounds, 0.17% hits. AlphaScreen anti-acetyl-lysine; with virally co-expressed GCN5 acetyltransferase. inhibition, % at 15.6 µM;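 active = every replicate shows inhibition of at least 40%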;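 also: 0% = neutral control wells and 100% = positive control wells; some results beyond the cut were filed as inactive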
Cneo AK release – causes C. neoformans cell lysis; adenylate kinase release luminescence, 4 h; normalised: neutral wells 0, clomiphene wells 100; 360,000 compounds, 0.2% hits; lysis activity, % at 15 µM; AID 651654;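 active = mean lysis activity across replicates of at least 80%, whatever share of replicates individually reach that level; inactive = mean lysis activity below 80%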
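Test system: log-phase Cryptococcus neoformans yeast cells; Quantity: yeast cell density of 5 × 10^6 cells/mL; Buffer or medium: YPD; Doses: single compound concentration per well; Timing: 4 h at 37 °C static, read 1 h later; Measured by: AK luminescence; Read-out basis: lysis from increased AK signal; Control set: Clomiphene as positive control.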
PglD inh – blocks C. jejuni PglD acetyltransferase activity; purified PglD enzyme, DTNB colorimetric CoA detection; inhibition, % at 12.5 µM; 360,000 compounds, 0.098% hits; in the data active = inhibition above about 16%, passing the limit was not always enough; also: strong numbers were not always called active
LGR2 inh – Drosophila LGR2 receptor signaling inhibition; HEK293 LGR2, CRE-luciferase, bursicon-stimulated, 4 h; inhibition, % at 9.99 µM; 380,000 compounds, 0.35% hits;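 active = drop in luminescence signal, shown as inhibition above about 50% in the replicate tests, limit read from the data, passing the limit was not always enough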;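 also: agonist challenge used bursicon conditioned medium at about half maximal strength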
C2C12 statin – suppression of simvastatin myotoxicity; rescue of ATP level, % at 7.49 µM; C2C12 myotubes + simvastatin, ATP luminescence, 48 h; scaled: DMSO 0, geranylgeraniol control 100; 330,000 compounds, 0.78% hits; AID 602340;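 active = mean ATP rescue above about 67%, or every replicate alone reaching that limit, limit read from the data, passing the limit was not always enough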;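 also: myotubes were challenged with 10 µM simvastatin during compound exposure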
GSIS activator – primary screen for activators of insulin secretion dependent on glucose, INS-1E cells, GLuc reporter luminescence; 370,000 compounds, 0.61% hits; INS-1E GLuc reporter insulin secretion, 2-3 h; activation, % at 16.6 µM; AID 743287;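 active = lowest replicate activation of at least 40%, so every replicate reaches that level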;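 also: 0% = median of neutral control wells and 100% = median of IBMX positive control wells; some compounds called inactive have numbers as strong as hits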
PAX8 inh HTS – PAX8 transcriptional activity inhibition | RMG-I TPO-luciferase reporter, SteadyGlo, 24 h | inhibition, % at 12.6 µM | 360,000 compounds, 1.2% hits | AID 652154;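 active = mean replicate inhibition at least 60% with every replicate also reaching 60%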;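 also: luciferase light reporting Pax8 driven TPO promoter activity; plate controls were median of neutral control wells for no effect and mitoxantrone controls for full effect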
* marks the source's active call; other numbers are inactive results; / = no result given. Outcome played no part in choosing rows; overall some 2.9% were active at least once.

SMILES | ARNT TACC3 PPI | PGC1a acetyl inh | Cneo AK release | PglD inh | LGR2 inh | C2C12 statin | GSIS activator | PAX8 inh HTS
CC(=O)N(C)C[C@H]1Oc2cc(C#C[C@@H](C)O)ccc2S(=O)(=O)N([C@@H](C)CO)C[C@H]1C | 5 | 8 | 4 | 15 | 2 | -10 | 7 | -17
C[C@@H]1CCCCO[C@H](CN(C)C(=O)Nc2ccc3c(c2)OCO3)[C@H](C)CN([C@@H](C)CO)C(=O)c2cc(NC(=O)Nc3cccc4ccccc34)ccc2O1 | -11 | 7 | -3 | 0 | 1 | 7 | 14 | -5
COc1ccccc1-c1cnc2c(c1)C(=O)N([C@H](C)CO)C[C@H](C)[C@@H](CN(C)Cc1cncnc1)O2 | -4 | -8 | 0 | 1 | 9 | -23 | 7 | /
CSc1nc2ccc3nc(NC(=O)c4ccc(Cl)s4)sc3c2s1 | 3 | 3 | 0 | 2 | / | -16 | / | /
Cn1ccc2cc(-c3csc(N4CCC(C(N)=O)CC4)n3)ccc21 | -1 | -15 | 0 | 1 | 5 | -24 | 1 | -14
CC(SC(C)C(=O)NN=Cc1ccc(F)cc1)C(=O)NN=Cc1ccc(F)cc1 (stereo unspecified) | -5 | 3 | 3 | 6 | -2 | 122* | / | -5
COCCn1nnnc1CN1CCC(Cc2ccccc2)CC1 | 26 | -2 | -4 | -1 | / | -3 | / | /
Nc1cc(=O)[nH]c(SCC(=O)NNC(=O)c2ccccc2)n1 | 6 | / | -2 | 5 | 1 | 7 | 14 | -10
Cc1cc(C(=O)N/N=C2\CC(=O)c3ccccc32)c(C)n1-c1ccc(F)cc1 | / | 6 | -12 | 4 | -57 | -9 | 10 | 10
CCCN1CC(O)=C(C#N)C1=O | -3 | -1 | / | / | -1 | / | 14 | -31
O=C(C[C@@H]1CC[C@@H](NS(=O)(=O)c2ccccc2)[C@H](CO)O1)NCCN1CCCCC1 | 5 | -8 | 0 | -1 | 15 | 4 | 18 | -5
CC(C)C(=O)NC(=S)Nc1ccccc1F | -8 | -7 | 0 | 6 | / | -35 | / | -8
CCCOc1cccc(C(=O)NC(=S)Nc2ccc(N3CCN(C)CC3)cc2)c1 | 4 | -2 | / | / | -1 | / | -2 | -5
COc1ccc(S(=O)(=O)N2CCOCC2)cc1NC(=O)CCNC(=O)c1ccc(Cl)cc1 | -1 | -76 | -1 | 5 | 19 | -6 | -7 | 13
COc1cccc(NS(=O)(=O)c2ccc(-c3coc(C)n3)cc2)c1 | 0 | -2 | 1 | -1 | 5 | -1 | 11 | 8

Reprinted from the part before: six entries; new compounds follow.
SMILES | ARNT TACC3 PPI | PGC1a acetyl inh | Cneo AK release | PglD inh | LGR2 inh | C2C12 statin | GSIS activator | PAX8 inh HTS
CCCN1CC(O)=C(C#N)C1=O | -3 | -1 | / | / | -1 | / | 14 | -31
O=C(C[C@@H]1CC[C@@H](NS(=O)(=O)c2ccccc2)[C@H](CO)O1)NCCN1CCCCC1 | 5 | -8 | 0 | -1 | 15 | 4 | 18 | -5
CC(C)C(=O)NC(=S)Nc1ccccc1F | -8 | -7 | 0 | 6 | / | -35 | / | -8
CCCOc1cccc(C(=O)NC(=S)Nc2ccc(N3CCN(C)CC3)cc2)c1 | 4 | -2 | / | / | -1 | / | -2 | -5
COc1ccc(S(=O)(=O)N2CCOCC2)cc1NC(=O)CCNC(=O)c1ccc(Cl)cc1 | -1 | -76 | -1 | 5 | 19 | -6 | -7 | 13
COc1cccc(NS(=O)(=O)c2ccc(-c3coc(C)n3)cc2)c1 | 0 | -2 | 1 | -1 | 5 | -1 | 11 | 8
C[C@H](CO)N1C[C@H](C)[C@@H](CN(C)CC2CCOCC2)Oc2ncc(C#CCc3ccccc3)cc2C1=O | 4 | -5 | 12 | 4 | -11 | 3 | -8 | 3
CCOc1ccc(Br)cc1-c1noc(-c2cccs2)n1 | 1 | 18 | -3 | -2 | -18 | 61 | 9 | /
COc1ccc(-n2c(-c3ccccc3)c[n+]3c2CCC3)cc1 | 1 | -8 | -4 | -5 | 10 | -67 | / | 45
CC(C)NC(=O)N(C)C[C@@H]1Oc2ccc(NC(=O)Cc3ccccc3)cc2C(=O)N([C@@H](C)CO)C[C@@H]1C | 9 | -2 | -2 | -1 | 3 | 5 | 9 | -6
Cc1noc(C)c1S(=O)(=O)N(C)C[C@H]1OCCCC[C@H](C)Oc2ccc(NC(=O)CCCN(C)C)cc2C(=O)N([C@@H](C)CO)C[C@@H]1C | / | 6 | / | / | 8 | / | 39 | -30
CCc1cnc(N2[C@H](C#N)[C@@H](c3ccccc3)[C@@H]2CO)s1 | -9 | 9 | -1 | 2 | 4 | -27 | 4 | -18
Cc1nc2sc(C(c3ccc(C(C)C)cc3)N3CCN(CCO)CC3)c(O)n2n1 (stereo unspecified) | -5 | 4 | 0 | -2 | 6 | -4 | / | -6
Cc1cccc(C)c1NC(=O)N1C2CCC1CC(O)(c1cccnc1)C2 (stereo unspecified) | -3 | 3 | 5 | 4 | 13 | -1 | -1 | 20
CCOc1ccccc1C(=O)N(C)Cc1cc2ccccc2[nH]c1=O | -6 | -10 | 18 | 4 | / | -9 | / | /
Cn1c(=O)c2cc(NC(=O)NCCc3cccs3)ccc2n1C/C=C/c1ccccc1 | / | -5 | -1 | 1 | -8 | -1 | 35 | -19
S=C(NCCc1ccccc1)Nc1ccc(Br)cc1 | -10 | / | / | / | -33 | / | -34 | -36
CC1CCCC(C)N1C(=O)CSc1nnc(-c2cccs2)o1 (stereo unspecified) | 1 | -6 | 0 | 3 | -31 | 2 | -20 | /
C[C@@H]1CN([C@H](C)CO)C(=O)Cc2cc(NC(=O)CCC(F)(F)F)ccc2O[C@@H]1CN(C)S(=O)(=O)c1ccc(F)cc1 | -6 | -3 | -1 | 0 | 17 | -5 | 1 | 5
CCN(C[C@H]1N[C@@](C)(C(=O)OC)[C@H]2C(=O)N(C)C(=O)[C@@H]12)C(=O)COC | -13 | / | -1 | -1 | 3 | 4 | 14 | 10
COc1ccccc1CC(=O)NC(=O)c1ccccc1O | -6 | 3 | 1 | -7 | -13 | 7 | 9 | -4
C[C@@H]1CN([C@H](C)CO)C(=O)c2cc(NC(=O)Nc3ccc(F)cc3)ccc2O[C@@H]1CN(C)C(=O)Nc1ccc(F)cc1 | -2 | -2 | 49 | 4 | 1 | -20 | -2 | /
CC(C)(C)OC(=O)C[C@H]1C/C=C\C[C@H](CC(=O)NCCO)C(=O)N[C@@H](Cc2ccccc2)COC1=O | -13 | 11 | 1 | 2 | -1 | -7 | 8 | 10
COc1ccc(/C=N/OCc2ccccc2C#N)c(OC)c1 | -5 | 9 | -1 | -6 | -62 | -5 | 23 | -139
CCN(CC(=O)NCc1ccc2c(c1)OCO2)S(=O)(=O)c1ccc(F)cc1 | -12 | -10 | 3 | 4 | -2 | 42 | 7 | 12
COc1ccc(CNC(=O)C(OC(=O)c2nsc(Cl)c2Cl)C(C)C)cc1 (stereo unspecified) | -5 | 0 | -2 | -3 | 13 | 2 | -8 | 1
NCC[C@H]1CC[C@@H](NC(=O)Cc2ccncc2)[C@@H](CO)O1 | -4 | 9 | -2 | -2 | -4 | 5 | 10 | -6
Cc1c(Cl)ccc2c(C(=O)O)cc(-c3ccccc3)nc12 | -4 | 8 | -3 | 0 | 4 | 36 | -34 | 4
CCc1c(C)[nH]c2ccccc2c1=O | -6 | -5 | -2 | -1 | / | 13 | / | /
Cc1ccc(S(=O)(=O)NC[C@H]2O[C@@H](n3cnc4c(N)ncnc43)[C@H](O)[C@@H]2O)s1 | -14 | 0 | 2 | -2 | -1 | -4 | 9 | -21
COc1ccc(S(=O)(=O)N(C)C[C@@H]2Oc3ccc(NC(=O)Nc4ccc(F)cc4)cc3CC(=O)N([C@H](C)CO)C[C@H]2C)cc1 | 10 | 0 | -1 | -4 | 0 | 0 | 2 | -16
Cn1cnnc1SCC(=O)Nc1ncc([N+](=O)[O-])s1 | 6 | 0 | -1 | -5 | -4 | 1 | -7 | -57
CCOC(=O)C(NC(=O)c1cccc(Cl)c1)(OCc1ccc(F)cc1)C(F)(F)F (stereo unspecified) | -10 | -1 | 1 | 1 | 13 | / | -25 | 15
O=C(NCC(c1ccco1)N1CCCC1)c1ccc(-n2cccn2)cc1 (stereo unspecified) | -3 | 3 | 0 | 1 | -14 | -1 | -3 | /
CN1C(=O)c2cc(NC(=O)Nc3ccc(Cl)cc3)ccc2OC[C@@H]2O[C@@H](CC(=O)NCCN3CCCCC3)CC[C@@H]21 | 6 | 8 | 59 | 2 | 4 | 18 | 7 | -4
CCCC(=O)Nc1ccc2c(c1)C(=O)N(C)[C@H]1CC[C@H](CC(=O)O)O[C@H]1CO2 | 1 | 3 | -4 | 2 | 22 | -10 | 5 | -3

Part of the list above, reformatted:
CC(C)(C)OC(=O)C[C@H]1C/C=C\C[C@H](CC(=O)NCCO)C(=O)N[C@@H](Cc2ccccc2)COC1=O
  ARNT TACC3 PPI: -13
  PGC1a acetyl inh: 11
  Cneo AK release: 1
  PglD inh: 2
  LGR2 inh: -1
  C2C12 statin: -7
  GSIS activator: 8
  PAX8 inh HTS: 10
CCN(CC(=O)NCc1ccc2c(c1)OCO2)S(=O)(=O)c1ccc(F)cc1
  ARNT TACC3 PPI: -12
  PGC1a acetyl inh: -10
  Cneo AK release: 3
  PglD inh: 4
  LGR2 inh: -2
  C2C12 statin: 42
  GSIS activator: 7
  PAX8 inh HTS: 12
Cn1cnnc1SCC(=O)Nc1ncc([N+](=O)[O-])s1
  ARNT TACC3 PPI: 6
  PGC1a acetyl inh: 0
  Cneo AK release: -1
  PglD inh: -5
  LGR2 inh: -4
  C2C12 statin: 1
  GSIS activator: -7
  PAX8 inh HTS: -57

(continued)
SMILES | ARNT TACC3 PPI | PGC1a acetyl inh | Cneo AK release | PglD inh | LGR2 inh | C2C12 statin | GSIS activator | PAX8 inh HTS
COc1cc(OC)cc(-c2cc(NC(C)=O)n[nH]2)c1 | -1 | 1 | 0 | 4 | -36 | -10 | 0 | -4
Cc1cccc(C)c1NC(=O)CS(=O)CC(=O)Nc1ccc(N2CCOCC2)cc1 (stereo unspecified) | 0 | 15 | -3 | -1 | -1 | -3 | 14 | -3
O=C(CCc1nc(-c2ccccc2)no1)NCc1cccnc1 | -2 | 0 | -6 | 0 | -10 | -23 | 12 | /
Cc1ccc(C)c(S(=O)(=O)N2CC(=O)N(CCc3ccccc3)C(=O)C2)c1 | -7 | / | -1 | 9 | -4 | / | -28 | -3
Cc1ccc(Cn2cc(CCC(=O)O)c3ccccc32)cc1 | 3 | -5 | 1 | 3 | -14 | 7 | 19 | 14
COC(=O)c1ccccc1NC(=O)c1cccc(NC(=O)c2ccc(Br)o2)c1C | 3 | -25 | -2 | -4 | / | 1 | / | /
CCOC(=O)Cc1csc(N/N=C/c2cccc([N+](=O)[O-])c2)n1 | 0 | / | -2 | 0 | 4 | -29 | 9 | -41
CC1=NN(c2ccc(C(=O)O)c(N)c2)C(=O)C1 | 47* | 3 | / | / | 1 | / | -3 | -3
O=C(O)C1CCCN(S(=O)(=O)Cc2ccccc2)C1 (stereo unspecified) | -8 | -1 | 0 | -3 | 21 | 0 | 15 | -12
C=CCSc1nc(N)c(C(=O)Nc2ccccc2C)cc1C(N)=O | -3 | 15 | 1 | -1 | / | / | / | /
CCCc1nnc(NC(=O)CCC(=O)NC2CCCCCC2)s1 | -1 | / | / | / | 3 | / | 2 | -23
COc1ccc([N+](=O)[O-])cc1NC(=O)CN(C)S(=O)(=O)c1ccccc1 | -9 | 20 | 0 | -4 | / | 0 | 14 | 1
